Screens from PubChem BioAssay.
ER stress surv = ER stress cell death inhibition; AID 1010; relative survival (cellular ATP), % at 15 µg/mL (by protocol); CSM14.1 thapsigargin ER stress survival, ATP luminescence; 48,000 tested, 0.33% active;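 active = survival measured by cellular ATP above 50% at 15 µg/ml in the first screen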;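 note: cell death triggered by about 15 µM thapsigargin; ATP read 24 h after thapsigargin was added; plate controls were thapsigargin with DMSO for no effect and DMSO without thapsigargin for full effect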
* = called active by the depositor. A portion of the library, so the mix of outcomes need not match the whole.

SMILES | ER stress surv
CS(=O)(=O)N(Cc1ccc(C(=O)N2CCCCCC2)cc1)c1ccccc1 | 9
O=[N+]([O-])c1ccc(Cl)c(/C=N/N2CCN(Cc3ccccc3Cl)CC2)c1 | 5
O=C(CCCN1C(=O)c2cccc3cccc(c23)C1=O)OCc1ccc2c(c1)OCO2 | -6
CCOc1ccc(NC(=O)C2C(c3ccccc3)C2(Cl)Cl)cc1 (stereo not drawn) | 10
CN=C(Nc1ccccc1OC)SC1CC(=O)N(c2ccc(C(=O)OC)cc2)C1=O (stereo not drawn) | 11
O=C(Nc1ccc2c(c1)OCO2)c1ccccc1[N+](=O)[O-] | 9
CC(C)=CCCC(C)NC(=O)NC1CCCCC1 (stereo not drawn) | 1
O=C(COc1ccc(Br)cc1)Nc1ccc(NC(=O)c2ccccc2)cc1 | 6
Cc1oc2ccc(OC(=O)c3cccs3)cc2c1C(=O)OC(C)C | 3
CCOc1ccccc1/C=C(/NC(=O)c1ccccc1)C(=O)N(CC)CC | -2
O=C(Nc1ccc(F)c([N+](=O)[O-])c1)c1cc(I)ccc1Cl | 4
Cc1cccc(OCCOCCN2CCC(C)CC2)c1 | -3
CCOC(=O)c1ccc(NC(=O)/C=C/c2ccc(OC)cc2)cc1 | 7
C/C(=N\NC(=O)c1cccc(Cl)c1)c1ccccc1O | 7
O=C(O[C@H]1CCN(C(=O)c2ccccc2)[C@@H]2CCCC[C@H]12)c1ccccc1 | -3
CS(=O)(=O)Nc1nnc(SCC(=O)Nc2cccc([N+](=O)[O-])c2)s1 | 12
CCOC(=O)C(C(=O)OCC)C(CC(=O)c1ccccc1)c1ccccc1 (stereo not drawn) | 5
COc1ccc2c(c1)CCC/C2=N\OC(=O)c1cc(OC)c(OC)c(OC)c1 | 8
C/C(=N\NC(=O)c1cc(-c2ccccc2)n[nH]1)c1ccc(Br)cc1 | 12
COc1ccc(C2(CC(=O)Nc3ccccc3C)C(=O)c3ccccc3C2=O)cc1 | 3
O=C(Nc1ccc(Br)cc1)NC(c1ccccc1)c1ccccc1 | 14
COC(=O)c1cc(NC(=O)c2sc3cc(C)ccc3c2Cl)cc(C(=O)OC)c1 | -3
O=C(Nc1ccccc1Cl)c1ccc(S(=O)(=O)N2CCOCC2)cc1 | 13
O=C1CCCCC1Oc1ccc2c(-c3ccccc3)cc(=O)oc2c1 (stereo not drawn) | 7
Cc1cccnc1NC(=O)CCc1ccccc1 | -11

Of the compounds above, these contain a nitro group on carbon:
SMILES | ER stress surv
O=[N+]([O-])c1ccc(Cl)c(/C=N/N2CCN(Cc3ccccc3Cl)CC2)c1 | 5
O=C(Nc1ccc2c(c1)OCO2)c1ccccc1[N+](=O)[O-] | 9
O=C(Nc1ccc(F)c([N+](=O)[O-])c1)c1cc(I)ccc1Cl | 4
CS(=O)(=O)Nc1nnc(SCC(=O)Nc2cccc([N+](=O)[O-])c2)s1 | 12

Returning to the listing; the 5 compounds before the break are reprinted first.
SMILES | ER stress surv
O=C(Nc1ccc(Br)cc1)NC(c1ccccc1)c1ccccc1 | 14
COC(=O)c1cc(NC(=O)c2sc3cc(C)ccc3c2Cl)cc(C(=O)OC)c1 | -3
O=C(Nc1ccccc1Cl)c1ccc(S(=O)(=O)N2CCOCC2)cc1 | 13
O=C1CCCCC1Oc1ccc2c(-c3ccccc3)cc(=O)oc2c1 (stereo not drawn) | 7
Cc1cccnc1NC(=O)CCc1ccccc1 | -11
CCOc1ccccc1NC(=O)c1c(NC(=O)c2ccccc2Br)sc2c1CCC2 | 5
Cc1ccc(N2C(=O)CC(NCc3ccco3)C2=O)cc1 (stereo not drawn) | -1
Cc1cccc(NC(NC(=O)c2ccccc2Cl)C(Cl)(Cl)Cl)c1 (stereo not drawn) | 4
COc1cccc(CN2CCN(C(=O)c3ccc(F)cc3)CC2)c1OC | 9
COc1ccc(CNc2cccc(C)c2)cc1OC | -2
COc1cc2ccccc2cc1C(=O)Nc1cccc(-c2nc3ncccc3o2)c1 | 4
CC(=O)Nc1cccc(N2CCCC2=O)c1 | 2
COc1cccc(C(=O)N2CCN(Cc3ccc(OC)c(Br)c3)CC2)c1 | 2
O=C(O)c1cccc(N2C(=O)C3C4C=CC(C4=C(c4ccccc4)c4ccccc4)C3C2=O)c1 (stereo not drawn) | 2
COc1ccc(-c2[nH]ncc2C=O)cc1 | -8
O=C(O)COc1ccccc1C=C1C(=O)NC(=O)N(c2ccccc2F)C1=O | 2
COc1cccc(NC(=O)c2ccc(CN(c3ccccc3)S(C)(=O)=O)cc2)c1 | 13
Cc1ccc(-c2nc3ccc(Cl)cc3o2)cc1NC(=O)c1ccccc1F | -4
COC(=O)C(NC(=O)C12CC3CC(CC(C3)C1)C2)C(C)C (stereo not drawn) | 22
COC(=O)C1=NNC2C(=O)N(c3ccccc3C)C(=O)C12 (stereo not drawn) | -2
Cc1ccc(/C(O)=C/c2nc3ccc(C)cc3oc2=O)cc1 | -2
Cc1cc(NC(=O)c2cc3n(n2)C(C(F)(F)F)CC(c2ccc(Cl)c(Cl)c2)N3)no1 (stereo not drawn) | 7
CC12CN3CC(C)(CN(C1)C3(C)c1ccccc1)C2=O (stereo not drawn) | 10
Cc1ccc(-c2cc(C(=O)N3CCN(c4cccc(Cl)c4)CC3)c3ccccc3n2)c(C)c1 | 0
NS(=O)(=O)c1cccc(NC(=O)c2ccc(-c3ccccc3)cc2)c1 | 2
Cc1ccc(OCC(=O)NCc2ccccc2Cl)c(C)c1 | 2
O=C(c1ccc2c(c1)OCO2)N1CCN(Cc2ccccc2)CC1 | 4
COc1ccc(C2CC(=O)C3=C(C2)Nc2ccccc2NC3c2cccnc2)cc1OC (stereo not drawn) | 2
CCOC(=O)c1c(C)sc(Sc2ccc(Cl)cc2[N+](=O)[O-])c1OC(C)=O | 0
Cc1cc(C)c(C(=O)/C(=C/c2cccc(Br)c2)c2ccccc2)c(=O)[nH]1 | 8

(list continues)
SMILES | ER stress surv
Cc1n[nH]c(C)c1CCC(=O)N/N=C/c1ccc(Cl)cc1Cl | 3
O=C1N=C(N2CCOCC2)S/C1=C/c1cccs1 | -14
COc1ccc(C2CC(=O)NC(SCC(=O)Nc3ccc(Br)cc3)=C2C#N)cc1OCc1ccccc1 (stereo not drawn) | 5
O=C(c1ccc([N+](=O)[O-])cc1)N1CCN(Cc2ccccn2)CC1 | 7
COc1ccccc1OCCCCNC(C)(C)C | -2
COc1cccc(/C=C2\SC(=S)N(NC(=O)c3ccncc3)C2=O)c1 | 5
Cc1ccc(C(=O)O)cc1N1C(=O)c2ccc(C(=O)O)cc2C1=O | 5
O=C(COc1ccc(Cl)cc1Cl)NNC(=O)C1COc2ccccc2O1 (stereo not drawn) | -2
CC(=O)CCN(CCC(C)=O)CC1COc2ccccc2O1 (stereo not drawn) | 3
COc1ccc(CCN(C(=O)/C=C/C(=O)O)C2CC(=O)N(c3ccc(F)cc3)C2=O)cc1 (stereo not drawn) | 2
CCC(=NCCCn1ccnc1)c1c(C(F)(F)F)[nH]n(-c2nc3ccccc3s2)c1=O | -2
CC(C)NC(=O)CN(Cc1ccccc1)S(=O)(=O)c1ccccc1 | 2
CCOc1ccc(NC(=O)C2C3/C=C\CCCCC32)cc1 (stereo not drawn) | 8
CC1(C)CC(=O)C(/C=N/C(N)=O)=C(O)C1 | 5
O=C1C=C(NCc2ccco2)C2(CCCCC2)O1 | 0
Cc1cccc2c(N=NC(=O)COc3cccc(Br)c3)c(O)n(C)c12 | 6
CC(C)CC(NC(N)=O)c1ccccc1 (stereo not drawn) | 1
CCOCCOC(=O)c1ccc(NC(=O)c2ccco2)cc1 | -5
Cc1n[nH]c(=S)n(/N=C/c2ccco2)c1=O | 13
O=C(O)c1ccc(-c2nnc(-c3cccc(Br)c3)o2)cc1 | -9
Cc1noc(NS(=O)(=O)c2ccc(NC(=O)CCCOc3ccccc3)cc2)c1C | 9
Cc1c(C(=O)OC(C)C)sc(NC(=O)c2ccc([N+](=O)[O-])cc2Cl)c1C(=O)OC(C)C | 0
O=C(O)C1C2CC/C=C\CC/C=C/CCC21 (stereo not drawn) | 26
COc1cccc(NC(=O)C(=O)N/N=C/c2cc(OC)ccc2OC)c1 | 6
Oc1ccc(O)c(-c2csc(NN=C(c3ccccc3)c3ccccc3)n2)c1 | -14

Later entries
SMILES | ER stress surv
COC(=O)c1ccccc1NS(=O)(=O)c1cccs1 | 4
C=CCN1C(=O)NC(=O)/C(=C/c2ccc(OCc3ccccc3F)cc2)C1=O | 9
C/C(=C1/SC(N2CCOCC2)=NC1=O)c1ccc(Br)cc1 | 2
CN1CCN(c2cc(N3CCN(CCO)CC3)ccc2[N+](=O)[O-])CC1 | -3
Cc1ccc(C2N(c3ccccc3)C(=O)N3CCCN23)cc1 (stereo not drawn) | -2
O=C(O)c1ccc(/C=C/C(=O)c2ccc3c(c2)OCCO3)cc1 | -11
O=[N+]([O-])c1ccc(Cl)c(-n2ncnc2-c2cccc(Cl)c2)c1 | -1
Cc1ccc(-c2c(C#N)c(N)nc3c2CCCC3)s1 | 6
CCOc1cc(/C=C2\C(=O)NC(C)=C2C(=O)OC)ccc1O | -1
CCOc1ccc(N(CC(=O)Nc2cccc(OC)c2)S(=O)(=O)c2ccc(SC)cc2)cc1 | 7
CN(C)c1ccc(/C=C(\C#N)c2nc(-c3ccc4c(c3)OCO4)cs2)cc1 | 8
COc1cccc(OCCOCCOc2cccc(OC)c2)c1 | 4
COc1ccc(/C(O)=C2/C(=O)C(=O)N(CCCCCC(=O)O)C2c2ccc(C)cc2)cc1 (stereo not drawn) | -4
Cc1cc(=O)oc2cc(OCCO)ccc12 | 6
COc1ccc(CNCCC(c2ccc(OC)cc2)C2CCOC(C)(C)C2)cc1 (stereo not drawn) | -3
CCOC(=O)c1ccccc1NC(=O)CN(c1ccc(C)cc1)S(=O)(=O)c1ccc(OCC)cc1 | 10
O=C1CC(c2ccccc2)CC(O)=C1C(C1=C(O)CC(c2ccccc2)CC1=O)c1ccc(O)c(O)c1 (stereo not drawn) | 25
O=C(COc1ccccc1)Nc1nc(-c2ccc3c(c2)Cc2ccccc2-3)cs1 | 10
CCCOc1ccc(N2C(=O)CC(N3CCN(Cc4ccccc4)CC3)C2=O)cc1 (stereo not drawn) | 9
COc1ccc(OC)c(/C=C/C(=O)c2ccc(F)cc2)c1 | 4
COc1ccc(OC)c(NC(=S)NC(NC(=O)c2ccc(Br)cc2)C(Cl)(Cl)Cl)c1 (stereo not drawn) | 6
COc1ccc(CC(=O)Nc2ccccc2NC(C)=O)cc1OC | 3
O=[N+]([O-])c1ccccc1N/N=C/c1ccccc1OCc1ccccc1 | 4
O=C(CN(c1ccccc1)S(=O)(=O)c1ccccc1[N+](=O)[O-])Nc1cccc(Cl)c1 | -2
COc1ccc(/C=C2N=C(/C=C/c3ccccc3)OC/2=O)cc1 | -2

(list continues)
SMILES | ER stress surv
COc1ccc(/C=C(/C#N)C(N)=O)c2ccccc12 | -1
O=C(Cc1ccc(Br)cc1)N1CCN(c2ccccc2)CC1 | 8
Cc1ccc(S(=O)(=O)Nc2c(-c3ccccc3)c3cc(Br)ccc3[nH]c2=O)cc1 | 3
CCc1ccc(CN2CCN(C(=O)c3ccc(F)cc3)CC2)cc1 | 11
O=[N+]([O-])c1ccc(CN2CCN(S(=O)(=O)c3ccc(Cl)cc3)CC2)cc1 | 2
C=CCN1C(=O)/C(=C\c2ccc(OCCOc3cccc(OC)c3)cc2)SC1=S | 6
CCOC(=O)c1c(NC(=O)c2ccccc2C)sc(C(=O)Nc2ccccc2OC)c1C | 3
O=C(COc1cccc(Cl)c1)N/N=C/c1cc(Br)cc(I)c1O | 2
COc1ccc(CNC(=O)C(=O)Nc2ccc(Br)cc2)cc1 | 12
Nc1nc2ccccc2n1CCOc1ccc(F)cc1 | -4
CCCCC1CCC(C(=O)Nc2ncccn2)CC1 (stereo not drawn) | 2
COc1ccccc1N(C=NC#N)CC#N | 3
COc1ccc(C2NC(=S)NC(C)=C2C(=O)Nc2ccc(C)cc2)cc1OC (stereo not drawn) | 21
O=C(CCCN1C(=O)c2cccc3cccc(c23)C1=O)NCc1cccnc1 | -9
COCCNCCOc1ccc(F)cc1 | 1
COc1ccc(-n2c(C)nc(N)c2C(=O)c2ccccc2)cc1 | 0
CC1=C(C(=O)OCC2CCCO2)C(c2cccc(C(F)(F)F)c2)C2=C(CC(C)(C)CC2=O)N1 (stereo not drawn) | 4
O=S(=O)(Nc1ncccc1O)c1ccc(Cl)cc1 | 17
Cc1cc(C=C2C(=O)N(C)C(=O)N(C)C2=O)c(C)n1-c1ccc([N+](=O)[O-])cc1 | 9
Cc1csc(NC(=O)CCC2CCCC2)n1 | 0
COc1ccc(NC(=O)C2C3CCC(C3)C2C(=O)O)cc1OC (stereo not drawn) | -2
O=C1OC(c2ccccc2F)=N/C1=C\c1cccc2ccccc12 | 1
NS(=O)(=O)c1ccc(N=Cc2ccccc2)cc1 | 0
COc1ccc(C(=O)/C=C/c2c(Cl)cccc2Cl)cc1 | -3
CC1=C(C)CC2C(=O)N(c3ccccc3[N+](=O)[O-])C(=O)C2C1 (stereo not drawn) | 1

Other entries
SMILES | ER stress surv
O=C1C(=O)N(Cc2ccccc2)C(c2ccc([N+](=O)[O-])cc2)/C1=C(/O)c1ccccc1 (stereo not drawn) | 8
Cc1cc(/C=C2\SC(=S)NC2=O)c(C)n1C | 4
COc1cc(NC(=O)c2cc3nc(-c4ccc5c(c4)OCO5)cc(C(F)(F)F)n3n2)c(OC)cc1Cl | 7
CCOC(=O)c1sc(NC(=O)/C=C/c2cccc([N+](=O)[O-])c2)c(C(=O)OCC)c1C | 12
COc1cc2ccccc2cc1C(=O)Nc1ccc(N2CCOCC2)cc1 | 8
Cc1cnc2cc(Cl)c(Cl)cc2n1 | -2
COc1ccc(OC)c(/C=C/C(=O)Nc2ccc(N(C)C)cc2)c1 | 4
NS(=O)(=O)c1ccc2c(c1)C(=O)c1cc(S(N)(=O)=O)ccc1-2 | 11
O=C(O)C(Cc1ccccc1)N1C(=O)/C(=C/c2cccc(Br)c2)SC1=S (stereo not drawn) | -2

Quoted at random: 2 compounds from above, in no set order.
SMILES | ER stress surv
O=C1C(=O)N(Cc2ccccc2)C(c2ccc([N+](=O)[O-])cc2)/C1=C(/O)c1ccccc1 (stereo not drawn) | 8
COc1cc2ccccc2cc1C(=O)Nc1ccc(N2CCOCC2)cc1 | 8
